All columns: NCI-60 one-dose screen, growth in % after 48 h at 10 µM unless noted; 100 = growth as untreated, 0 = no growth, -100 = all killed.
HL-60(TB): HL-60(TB) leukemia cells. 78,000 compounds, 9% hits. AID 1794776; active means growth percent below 10
The depositor's hits bear a star; & = joins results of further samples. A portion of the library; count on the stated rates, not on these rows.

Start of the listing, in advance, 4 compounds:
SMILES | HL-60(TB)
CC1=CP(=O)(Oc2ccc([N+](=O)[O-])cc2)CC1 (configuration not stated) | 61.3
c1cncc(-c2nc(-c3c[nH]c4ccccc34)cs2)c1 | 91.0
O=C(CN1CCN(c2cc3c(cc2F)c(=O)c(C(=O)O)cn3C2CC2)CC1)N/N=C/c1c[nH]c2ccccc12 | 57.0
COC(=O)COc1ccc(Cl)cc1Cl | 98.3

This part in full, previewed entries included:
SMILES | HL-60(TB)
CC1=CP(=O)(Oc2ccc([N+](=O)[O-])cc2)CC1 (configuration not stated) | 61.3
c1cncc(-c2nc(-c3c[nH]c4ccccc34)cs2)c1 | 91.0
O=C(CN1CCN(c2cc3c(cc2F)c(=O)c(C(=O)O)cn3C2CC2)CC1)N/N=C/c1c[nH]c2ccccc12 | 57.0
COC(=O)COc1ccc(Cl)cc1Cl | 98.3
CCN(CC)c1ccc(N=Nc2ccc(S(=O)(=O)O)cc2)cc1 | 112.8
COc1ccc(-c2cc(/C=C/C(=O)c3ccc(N)cc3)[nH]n2)cc1 | -23.0*
N[C@H](CS)C(=O)O | 109.5
CC(C)(C)NC(C1=CC(C)(C)c2ccccc2C1=O)c1ccccc1 (configuration not stated) | -45.2*
CCc1c(C)c2ccc3oc(Nc4ccccc4)nc3c2oc1=O | 88.0
C=C(C)[C@@H]1CC[C@]2(C)[C@H](CC=C3[C@@H]4CC(C)(C)CC[C@]4(C(=O)NCC#CCN4CCN(C)CC4)CC[C@]32C)[C@@]1(C)CCC#N | -47.9*
Cc1ccsc1[C@@H]1C[C@H](O)Cc2ccccc2N1 | 102.6
C[C@@H](C[C@H](CCOC(=O)N(C)C)c1ccccc1)c1ccoc1 | 78.2
N#CN1CCCCC1 | 99.4
CCO/C=N/C1=C(C#N)C(c2ccc(OC)cc2)c2c(c3ccccc3[nH]c2=O)O1 (configuration not stated) | 99.9
Cc1[nH]n(-c2ccccc2)c(=O)c1/C=C1\SC(=S)N(C)C1=O | 104.9
CCOC(=O)C(F)(C#N)Cc1ccccc1 (configuration not stated) | 96.0
O=C1/C(=C/c2ccc3c(c2)OCO3)COc2ccc(-c3ccccc3)cc21 | 111.6
O=C1N=c2cc3c(cc2=C/C1=C/c1sc(=S)n(Cc2ccco2)c1O)OCO3 | 105.3
C[N+]1(C2CC3CCC2C3=O)CCOCC1 (configuration not stated) | 98.2
N#CC(CC(=O)OCc1ccccc1)NC(=O)OCc1ccccc1 (configuration not stated) | 99.5
COc1cc(C=O)cc(OC)c1OC | 49.7
O=C(NCCNC(=O)c1ccccc1)c1ccccc1 | 96.9
Clc1ccc(C2=Nn3c(nnc3-c3ccccc3)SC2)cc1 | 95.1
CCC(=O)N1N=C(c2ccc(-n3ccc(C(F)(F)F)n3)c(C)c2)CC1c1ccc[nH]1 (configuration not stated) | 97.2
Cn1c(S)c(N=Nc2ccc(O)cc2)sc1=S | 101.9

Single values from the entries so far.
Entry for `O=C(CN1CCN(c2cc3c(cc2F)c(=O)c(C(=O)O)cn3C2CC2)CC1)N/N=C/c1c[nH]c2ccccc12` under HL-60(TB): 57.0
Entry for `Clc1ccc(C2=Nn3c(nnc3-c3ccccc3)SC2)cc1` under HL-60(TB): 95.1
Entry for `N#CC(CC(=O)OCc1ccccc1)NC(=O)OCc1ccccc1` (configuration not stated) under HL-60(TB): 99.5
Entry for `COc1ccc(-c2cc(/C=C/C(=O)c3ccc(N)cc3)[nH]n2)cc1` under HL-60(TB): -23.0*
Entry for `N[C@H](CS)C(=O)O` under HL-60(TB): 109.5

New compounds follow
SMILES | HL-60(TB)
CCC1(CC)COP(=O)(OCC(Cl)CCl)OC1 (configuration not stated) | 54.8
NCCOCCOc1ccccc1 | 107.5
CC1CCCc2c1nn(C(=O)/C=C(\N)c1ccccc1)c2N (configuration not stated) | 34.5
NS(=O)(=O)c1ccc(C(=O)N2N=C(c3ccccc3)CC2c2ccc(Cl)cc2)cc1 (configuration not stated) | 86.9
Cc1c(C(=O)NNC(=O)Nc2ccc(Cl)cc2)nnn1-c1ccc(Cl)cc1 | 101.3
C/C(O)=C1\C(=O)OC(C2=C(c3cccs3)NC(=S)NC2C)=CC1c1ccc(C)o1 (configuration not stated) | 45.7
COc1ccc(/C=N/n2c(-c3ccccc3)cc(C)c(C#N)/c2=N\N)cc1OC | 121.2
CCOP(=S)(OCC)N1CC1 | 102.9
Cn1cc(-c2ccc(-c3cn(C)c4ccc(Cl)cc34)[nH]2)c2cc(Cl)ccc21 | -37.8*
NC(=S)Nc1c(Br)cc(Br)cc1Br | 116.9
CC(C)(C)OC(=O)NC(CCCNC(=O)OCc1ccccc1)C(=O)O (configuration not stated) | 105.2
Cc1cccc(NC(=O)Nc2ccc(Nc3ncnc4sc5c(c34)CCOC5)cc2)c1 | 105.9
NC(=O)c1c(NC(=O)c2cc(Cl)c[nH]c2=O)sc2c1CCC(=O)C2 | 52.7
O=c1[nH]cc(S)c(=O)[nH]1 | 120.4
Nc1c(-c2nc3ccccc3[nH]2)nnn1-c1cccc(C(F)(F)F)c1 | 94.3
COc1ccc(C(=O)NC(=O)Nc2ccc3c(c2)NC(=O)/C3=C\c2[nH]c(C)c(C(=O)NCCN3CCCC3)c2C)c(F)c1 | 98.5
N=C(N)c1ccc(C(=O)NCc2cccnc2)cc1 | 107.8
COc1ccc(/C=C2\CN(C)CC3C2=NN(CCO)C3c2ccc(OC)c(OC)c2)cc1OC (configuration not stated) | 132.5
COCCOCCOCCOC(C)=O | 107.6
COc1ccc(/C=C/C(=O)c2cccc(OCCCOc3cccc(C(=O)/C=C/c4ccc(OC)c(OC)c4)c3)c2)cc1OC | 61.2
CC1(C)Oc2cc3oc(=O)ccc3cc2C[C@@H]1OCCNc1cc(-c2ccccc2)c(O)c(-c2ccccc2)c1 | 96.7
Cc1cc2nc(CC(=O)c3ccccc3)c(=O)[nH]c2cc1C | 103.1
CC(=O)OCC1O[C@@H](OC(C)=O)[C@@H](NC(=O)NS(=O)(=O)c2ccccc2)C(OC(C)=O)[C@@H]1OC(C)=O (some centres not stated) | 95.7
Sc1c(Cl)c(Cl)c(Cl)c(Cl)c1Cl | 84.3
Cc1cc(O)c(C(C)C)cc1SC#N | 68.2

Shown field by field: four of the compounds above.
NCCOCCOc1ccccc1
  HL-60(TB) = 107.5

CC1CCCc2c1nn(C(=O)/C=C(\N)c1ccccc1)c2N (configuration not stated)
  HL-60(TB) = 34.5

NS(=O)(=O)c1ccc(C(=O)N2N=C(c3ccccc3)CC2c2ccc(Cl)cc2)cc1 (configuration not stated)
  HL-60(TB) = 86.9

Cc1c(C(=O)NNC(=O)Nc2ccc(Cl)cc2)nnn1-c1ccc(Cl)cc1
  HL-60(TB) = 101.3

Further entries:
SMILES | HL-60(TB)
C=CCc1c(N(C)c2ccccc2)cccc1-n1cnc2ccccc21 | 98.2
Cc1nnc(NS(=O)(=O)c2ccc(N=Nc3ccc(N)nc3N)cc2)s1 | 98.2&98.4
CCOC(=O)N1CCN(CCCCOc2ccccc2N)CC1 | 86.9
Cc1ccc(S(=O)(=O)N/N=C(/c2ccccc2)c2cccs2)cc1 | 101.0
CCOC(=O)C(C(C)=O)c1ccc([N+](=O)[O-])cc1[N+](=O)[O-] (configuration not stated) | 97.8
O=C(c1ccc(OCCN2CCOCC2)cc1)C1[C@H](c2ccc(Cl)cc2)[C@@H](c2ccccc2)NC12C(=O)Nc1ccc(Br)cc12 (some centres not stated) | -28.5*
CCOC(=O)C1=C(N)N(c2ccc(Cl)cc2)C2=C(C(=O)CC(C)(C)C2)C1c1ccc(Cl)cc1 (configuration not stated) | 37.7
N#Cc1ccc(/C=N/Nc2ncc(-c3cc4cc5c(cc4o3)OCO5)s2)cc1 | 106.0
CNc1nc(NC)nc(NNC(=O)c2ccccc2)n1 | 87.6
O=C(CCSCCC(=O)N/N=C/c1ccccc1)N/N=C\c1ccccc1 | 90.7
Cc1nc2ncc(-c3n[nH]c(=S)o3)c(=O)n2[nH]1 | 133.9
O=C(NCc1ccc(Cl)cc1)c1c(O)c(=O)n(-c2ccccc2[N+](=O)[O-])[nH]c1=O | 82.2
CCOC(=O)CSC1=Nc2c(c(-c3ccccc3)cn2-c2ccc(C)cc2)C2=NCCN12 | 97.2
COc1cc2c(cc1OCCCOc1cc3c(cc1OC)C(=O)N1CC(F)(F)C[C@H]1C=N3)N=C[C@@H]1CC(F)(F)CN1C2=O | -12.2*
CCCOc1cc2ccccc2cc1C(=O)Nc1nc(N)c2c(ccc3nccc32)[nH]1 | -56.3*
O=C1CCCc2cc3c(cc21)CCCC3 | 101.4
COc1ccc(C(=O)C/C(=C\c2ccc(Cl)cc2)C(=O)NCc2ccccc2)cc1 | 73.8
COc1ccc(/C=C/c2nc(N3CCOCC3)c3cc(F)c(F)cc3n2)cc1OC | -2.8*
Cc1ccc(/C=C2/SC(=S)N(CC(=O)Nc3ncc(Cc4ccc(C)cc4)s3)C2=O)cc1 | 100.7
O=C(O)c1ccc(NC(=O)c2ccc(-n3c(=O)[nH]c4ccccc4c3=O)cc2)cc1 | 101.9
O=C(O)Cc1ccccc1[N+](=O)[O-] | 107.6
CCCCCCCCCCCCCCCC(=O)OCC1OC(n2cnc3c(=S)nc(N)[nH]c32)C(OC(=O)CCCCCCCCCCCCCCC)C1OC(=O)CCCCCCCCCCCCCCC (configuration not stated) | 86.0
CCOC(=O)C1=C(C)NC(SCc2cc(=O)oc3ccc(C)cc23)=N[C@@H]1c1cccc2ccccc12 | 74.6
COc1ccc(-c2nc3ccccn3c2/C=C2/C(=O)Nc3ccc(Cl)cc32)cc1 | 71.7
CCCCCCCCC(=O)OCCCC1CCCO1 (configuration not stated) | 105.0
Carrying on:
SMILES | HL-60(TB)
COc1cccc(C2=NN3C(C2)c2ccccc2OC3c2ccc(/C=C3\SC(=O)NC3=O)cc2)c1 (configuration not stated) | 100.2
COc1cccc(C(=O)Oc2ccc(/C=C/c3cc(OC(=O)c4cccc(OC)c4OC)cc(OC(=O)c4cccc(OC)c4OC)c3)cc2)c1OC | 85.2
NC1c2ccccc2-c2ccccc21 | 108.7
NC(N)=N/N=C/c1cccc(F)c1 | 90.6
Cc1nn2c(-c3nc4cc(C)c(C)cc4[nH]3)c(-c3ccc(F)cc3)nc2s1 | 105.1
Cc1nc(Cl)c(C)c(=O)[nH]1 | 89.2
CCC(O)C1Sc2ccccc2N1C (configuration not stated) | 102.2
C/C(=N\N=C\c1ccc(Cl)cc1)c1nnn(-c2ccc(Cl)cc2)c1C | 72.6
O=C(CNc1ncnc2sc3c(c12)CCCC3)NN1C(=O)C=CC1=O | 103.0
COc1ccc(/C=N/Nc2cc(=O)[nH]c3ccc(Cl)cc23)cc1OC | 103.8
CCC(CO)NC1CCCCC1 (configuration not stated) | 60.9
COc1c(F)ccc(C(=O)Nc2ccc3nc(NC(=O)C4CCCN(S(=O)(=O)c5cccc(C(F)(F)F)c5)C4)sc3c2)c1F (configuration not stated) | 72.1
N#Cc1c(F)cccc1N1CCSCC1 | 20.5
COc1ccc(Nc2nc(-c3ccccc3)c[se]2)cc1 | 96.2
CC1OC(n2c3ccccc3c3c4c(c5c6ccccc6[nH]c5c32)C(=O)N(CCN2CCOCC2)C4=O)CC(O)C1O (configuration not stated) | 24.3
COc1ccc(S(=O)(=O)NCCCNc2nccc(-n3cnc4ccccc43)n2)cc1 | 110.1
CCOC(=O)c1c2ccncc2n2c(=O)n(-c3cccc(OC)c3)nnc12 | 99.1
Nc1nc(SCc2ccccc2)c2ncn(C3CCCC3)c2n1 | 75.2
OB(Cc1ccccc1)c1ccccc1 | 93.9
CC1(C)CC(=O)C=C(N2CCCC2)C1 | 81.1
Nc1nn(C(=O)c2ccc[nH]c2=O)cc1-c1ccc(Cl)cc1 | 117.9
O=C=NC(c1ccccc1)(c1ccccc1)c1ccccc1 | 102.4
CCO/C=C1\SC(=S)N(Cc2ccccc2)C1=O | 95.5
C[C@]12CCC(=O)C=C1C=C[C@@H]1[C@@H]2CC[C@]2(C)OC(=O)CC[C@@H]12 | 98.7
COc1cc2cc(Oc3ccc(NC(=O)Nc4cccc(C(F)(F)F)c4)cc3)c(C)nc2cc1OC | -24.8*
Following part:
SMILES | HL-60(TB)
O=C1CS/C(=N/S(=O)(=O)c2ccc(NNc3c4ccccc4nc4ccccc34)cc2)N1C1CCCCC1 | 76.9
COc1ccc(C(=O)C(C)(CN(C)C)c2ccccc2)cc1 (configuration not stated) | 101.6
CCCCCCCCCCCCCCCCCC(=O)OCC1OC(n2cnc3c(=S)nc[nH]c32)C(OC(=O)CCCCCCCCCCCCCCCCC)C1OC(=O)CCCCCCCCCCCCCCCCC (configuration not stated) | 94.1
Nc1nc(-c2ccccc2)c(N=Nc2cccc(Cl)c2)s1 | 101.0
Clc1ccnc(SCc2ccccc2)n1 | 85.8
Cc1ccc(-c2ccc(Nc3ccccc3)nn2)cc1S(N)(=O)=O | 86.7
Cc1c(C(=O)NCCC(=O)NO)sc2ncnc(Nc3ccc(F)c(Cl)c3)c12 | 102.8
Nc1c(C(=O)Nc2ccccc2)nnn1-c1ccccc1 | 98.8
CCCCOc1ncnc2c1CC(C)c1cc(C)ccc1N2C (configuration not stated) | 100.1
O=C(NNc1ncnc2ccccc12)Nc1ccc(Cl)cc1 | 103.3
COc1ccc2sc(-n3nc4nc5n(c(=O)c4c3N)-c3ccccc3Sc3ccccc3-5)nc2c1 | 66.6
COc1cc(-c2ccc[nH]2)[nH]c1/C=C1\N=C(C)C(C(=O)CCCCCCCCC(=O)Nc2ccc(-c3c4nc(c(-c5ccccc5)c5ccc([nH]5)c(-c5ccccc5)c5nc(c(-c6ccccc6)c6ccc3[nH]6)C=C5)C=C4)cc2)=C1C | 97.1
COc1cc2nc(-c3ccc(C)cc3)cc(OCCCNCC3CCCO3)c2cc1OC (configuration not stated) | 48.6
CC(O)(c1ccc(Cl)cc1)c1ccccn1 (configuration not stated) | 74.6
N#C/C(=C\n1ccc(=O)[nH]c1=S)C(N)=O | 102.5
COc1ccccc1/C=C(\C#N)C(=O)O | 86.4
CCOC(=O)C1(CC)C(=O)C(=O)N(c2ccccc2)C1c1ccccc1 (configuration not stated) | 102.6
O=C1C=C(O)C(=O)C(CC2=C(O)C(=O)C=C(O)C2=O)=C1O | 102.4
CCc1nnc(NC(=O)c2nnn(-c3ccccc3)c2-c2ccco2)s1 | 79.9
CCCCCCC/C=C/[C@H]1O[C@]23C(=O)C[C@@]4(C[C@@H](OC5OC(CO)C(O)C(O)C5O)C[C@@H]4[C@H]2C=C1C)OC3=O (some centres not stated) | -13.1*
COC(=O)c1c2c(c(C)[n+]([O-])c1C)C(=O)C(NCc1cccc(OC)c1)=CC2=O | -52.2*

Screening results deposited in PubChem by NCI.
